# EP2 antag – human EP2 receptor antagonists, primary screen, TR-FRET cAMP, C6 glioma cells; 0.52% of 260,000 active; AID 1422, 2008; inhibition, % at 25 µM; Prostaglandin E2 receptor EP2 subtype (Homo sapiens), P43116; C6 glioma cells expressing human EP2; cells stimulated with saturating PGE2;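 active = percent inhibition above 40 after rounding to a whole number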;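 note: rat C6 glioma host cells with rolipram phosphodiesterase inhibitor present; the protocol text gives 20 µM as final concentration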
# Target sequence (P43116 whole entry, looked up): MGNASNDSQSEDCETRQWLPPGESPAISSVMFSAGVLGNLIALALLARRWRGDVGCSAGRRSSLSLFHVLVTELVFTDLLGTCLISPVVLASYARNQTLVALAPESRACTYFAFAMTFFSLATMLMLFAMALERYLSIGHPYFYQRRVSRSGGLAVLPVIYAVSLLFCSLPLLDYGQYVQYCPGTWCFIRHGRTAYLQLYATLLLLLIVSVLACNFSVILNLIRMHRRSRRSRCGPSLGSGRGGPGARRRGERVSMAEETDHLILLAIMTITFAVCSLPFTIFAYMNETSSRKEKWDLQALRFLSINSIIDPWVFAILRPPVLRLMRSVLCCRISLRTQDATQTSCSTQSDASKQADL
# 14-3-3 Bad PPI – inhibitors of 14-3-3 zeta/Bad binding, primary screen, biochemical, TR-FRET, bovine 14-3-3 zeta | 0.71% of 220,000 active | inhibition, % at 21.7 µM | TR-FRET 14-3-3zeta/Dy647-pBad peptide displacement, 1 h | AID 781, 2007 | 14-3-3 protein zeta/delta (Bos taurus), P63103;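 active = inhibition above about 70%, limit read from the data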;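 note: 0% = full 14-3-3 plus peptide FRET controls and 100% = background without 14-3-3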
# Target sequence (P63103 whole entry, looked up): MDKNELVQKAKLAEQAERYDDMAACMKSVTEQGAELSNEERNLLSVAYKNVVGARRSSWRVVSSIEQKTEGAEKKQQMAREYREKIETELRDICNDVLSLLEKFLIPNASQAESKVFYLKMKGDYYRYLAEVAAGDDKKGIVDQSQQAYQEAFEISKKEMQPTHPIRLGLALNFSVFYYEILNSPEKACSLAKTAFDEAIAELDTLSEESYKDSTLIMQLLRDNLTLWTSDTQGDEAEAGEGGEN
# TRPML3 ag – human TRPML3 channel agonists, primary screen, cell-based, HEK293 TRPML3-YFP, Fluo-8 calcium fluorescence, 3 µM | Mucolipin-3 (Homo sapiens), Q8TDD5 | activation, % at 3 µM | 100% = the carbachol control signal | 0.29% of 220,000 active | AID 1448, 2008;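 active = activation above its plate's cutoff, the mean activation of the plate's test wells plus 3 SD, cut at about 12% in these data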;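 note: 0% = DMSO only wells and 100% = carbachol wells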
#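 Material: TRPML3-YFP stable HEK293 cells | Dosing: One concentration, 3 µM nominal, 0.3% DMSO | Timing: 125 s total fluorescence read per well | Technique: Fluo-8 calcium dye fluorescence, ex 470-495, em 515-575 nm | Measure: Percent activation from peak-to-basal fluorescence ratio, scaled between DMSO and carbachol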
# NPY1 pot ag – NPY-Y1 receptor potentiators or agonists, primary screen, cell-based; Neuropeptide Y receptor type 1 (Homo sapiens), P25929; NPY-Y1 expressing cells, potentiator/agonist activation; activation, % at 3.6 µM; 0.37% of 220,000 active; in the data active = activation above about 33%, passing the limit was not always enough;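 note: cells stimulated with NPY at EC10 then isoproterenol at EC100; 0% = low agonist plus stimulus and 100% = saturating agonist plus stimulus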
# Target sequence (P25929 whole entry, looked up): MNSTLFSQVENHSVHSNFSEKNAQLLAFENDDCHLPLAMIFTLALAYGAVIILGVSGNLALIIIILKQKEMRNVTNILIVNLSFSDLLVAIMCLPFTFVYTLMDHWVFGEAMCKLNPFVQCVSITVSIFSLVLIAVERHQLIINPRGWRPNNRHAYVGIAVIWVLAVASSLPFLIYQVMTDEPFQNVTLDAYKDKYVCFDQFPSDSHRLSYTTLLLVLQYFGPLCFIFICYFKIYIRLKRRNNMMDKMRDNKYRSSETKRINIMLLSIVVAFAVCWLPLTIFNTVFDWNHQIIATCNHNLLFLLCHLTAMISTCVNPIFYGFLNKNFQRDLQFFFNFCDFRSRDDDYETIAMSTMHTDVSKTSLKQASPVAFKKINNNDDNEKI
# EP2 modulator – EP2 receptor modulators, cAMP readout, primary screen, cell-based, HTRF cAMP, PGE2 stimulation; Prostaglandin E2 receptor EP2 subtype (Homo sapiens), P43116; EP2-expressing cells, cAMP HTRF FRET, PGE2 co-stimulation; induction, % at 25 µM; 0.83% of 260,000 active;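 active = compounds whose cAMP rise, as percent of the full-agonist control response, exceeds 60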;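 note: rat C6 glioma line stably carrying human EP2 under a CMV promoter; the protocol text gives 20 µM as final concentration; 100% = response of wells given 1 µM PGE2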
# zfTRPN1 agonist – zebrafish TRPN1 channel agonists, primary screen, cell-based, HEK293, calcium fluorescence. activation, % at 3 µM. transient receptor potential cation channel N1 (TRPN1/NompC), Danio rerio. 0.18% of 220,000 active. HEK293 zebrafish TRPN1-YFP, Fluo-8 calcium fluorescence; 100% = response to 87 µM carbachol;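 active = activation above its plate's cutoff, the mean activation of test wells on that plate plus 3 SD, cut at about 19% in these data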;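 note: 0% = DMSO alone and 100% = 87 µM carbachol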
#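 Material – zebrafish TRPN1-YFP in HEK293 cells · Doses – 3 µM single point · Schedule – dye 1 h 37 °C plus 30 min RT · Signal – Fluo-8 calcium fluorescence, excitation 470-495 nm, emission 515-575 nm · Read-out – % activation versus carbachol response · Control set – carbachol high, DMSO low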
# CHOP inhibitor – inhibitors of CHOP promoter induction, primary screen, cell-based, unfolded protein response, luciferase reporter; CHO-K1 CHOP-promoter luciferase, tunicamycin-induced, 15-18 h; inhibition, % at 10 µM; 3.8% of 220,000 active;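 active = compounds that reduced the stress-induced luciferase reporter signal by more than about 70% of percent inhibition, limit read from the data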;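 note: 0% = tunicamycin plus vehicle and 100% = wells without tunicamycin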
# NPY-Y1 antag – NPY-Y1 receptor antagonists, primary screen, cell-based | inhibition, % at 3.6 µM | AID 1040, 2008 | 1% of 200,000 active | HEK293-CNG Y1 cells, membrane potential fluorescence; NPY at EC95, then isoproterenol | Neuropeptide Y receptor type 1 (Homo sapiens), P25929;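 active = inhibition above the campaign mean inhibition of all tested compounds plus 3 SD, cut at about 20% in these data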;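 note: 0% = DMSO wells given NPY plus isoproterenol and 100% = isoproterenol alone without NPY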
#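 Material: HEK293 Y1/CNG channel cell line; also added: NPY (25 nM), isoproterenol (1 µM), Ro 20-1724 (25 µM); doses: one concentration, 3.6 µM, in 0.4% DMSO; schedule: compound incubation 1 h at room temperature, readout 45 min post-stimulation; technique: membrane potential fluorescence; measure: fluorescence ratio normalized to % inhibition between controls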
# PPC-1+TRAIL kill – compounds killing PPC-1 cancer cells with TRAIL present, primary screen, TRAIL potentiator project, ATPLite luminescence, uHTS; PPC-1 cells + TRAIL, ATPLite viability luminescence; cell killing (% activity), % at 4 µM; 0.41% of 220,000 active;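 active = cell killing above 50% in the first pass at 4 µM, then a duplicate retest at 5 µM averaging 50% or more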;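 note: plate controls were cells with TRAIL plus DMSO for no effect and medium-only wells lacking cells for full effect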
# * marks the source's active call; other numbers are inactive results; . = not tested or not shown; & = joins results of further samples; [ ] = another dose, or the depositor's remark. Not all compounds are listed. The share of hits here may be higher or lower than overall.
SMILES,EP2 antag,14-3-3 Bad PPI,TRPML3 ag,NPY1 pot ag,EP2 modulator,zfTRPN1 agonist,CHOP inhibitor,NPY-Y1 antag,PPC-1+TRAIL kill
O=Cc1ccccc1OCCOc1ccc([N+](=O)[O-])cc1,9.4,0.0,-0.1,7.4,-26.6,-1.5,24.8,1.3,-5.7
COc1cc(-c2nnc(SCC(=O)NC3CCS(=O)(=O)C3)o2)cc(OC)c1OC (configuration not stated),6.8,-0.8,1.5,12.4,7.5,2.8,-20.4,2.9,23.7
CCc1c(C)nc2c(Br)cccc2c1SCCC#N,15.8,-1.1[fluorescence artefact?],1.4,-20.4,32.6,0.3,33.7,-5.5,10.1
CCOC(=O)C1CCCN(C(=O)CN2C(=O)c3ccccc3C2=O)C1 (configuration not stated),1.7,-2.9,0.6,9.2,16.3,0.2,12.1,-0.5,5.4
Cn1c(-c2cnn(-c3ccccc3)c2N)n[nH]c1=S,5.2,-9.5,0.0,-7.1,9.6,-0.7,-21.7,6.2,24.7
O=C1c2cnc3nc(SCc4ccccc4)nn3c2CC2c3ccccc3CCN12 (configuration not stated),3.5,12.3,-0.6,-23.3,33.2,0.4,6.6,14.0,-1.6
Cn1c(Cn2cnc(Cl)c2Cl)nc2ccccc21,12.5,7.8[fluorescence artefact?],-0.3,0.5,21.6,0.8,-24.8,-3.4,3.7
Cc1cc(C)nc(NC(N)=NC2CCCCC2)n1,7.8,-12.7,0.7,1.7,6.1,0.2,11.3,1.6,-3.6
Cc1nn(C)c(C)c1S(=O)(=O)N1CCC(C(=O)NC2CCCCC2)CC1,6.6,3.8,0.4,-13.7,-0.8,1.0,5.2,-0.9,6.4
Cc1cc(C)n(-c2ccc(C(=O)Nc3ccccn3)cc2)n1,7.4,-2.1,0.1,-15.5,-3.3,1.1,17.7,4.3,-17.4
O=C(Nc1sccc1C(=O)NCc1ccco1)c1cccnc1,4.8,-6.6[fluorescence artefact?],0.2,-0.2,10.0,1.1,34.4,-7.0,3.9
CCOC(=O)N1CCC(NC(=O)c2cccn3c(=O)c4cc(Br)ccc4nc23)CC1,12.4,23.7,0.5,-32.0,-9.8,3.0,58.9,-5.4,-7.4
O=C(Cn1nnc(-c2ccccc2)n1)N=Nc1c(O)[nH]c2ccccc12,2.2,2.4,0.4,2.1,-14.4,0.1,30.6,1.6,5.3
O=C1OC(N2CCN(Cc3ccccc3)CC2)c2ccccc21 (configuration not stated),4.5,.,0.4,19.9,.,1.0,.,4.2,.
Cc1cc(C)nc(Sc2nc(Cl)nc(N(c3ccccc3)c3ccccc3)n2)n1,3.9,-3.4,0.1,6.7,12.9,-0.5,-185.3,-4.9,-2.6
C=C1N(C)c2cc([N+](=O)[O-])c(N)cc2C1(C)C,7.4,-26.0,1.0,21.6,-38.7,-0.2,-18.1,-5.6,21.0
Cc1sc2ncnc(NCC(C)(C)N3CCOCC3)c2c1C,12.8,-0.3,1.6,23.3,-16.9,5.1,30.2,-1.0,20.7
CC(C)CCn1c(N2CCOCC2)nc2c1c(=O)n(CC(N)=O)c(=O)n2C,8.5,-2.0,0.3,-1.5,23.2,-0.4,-1.8,-3.8,5.3
O=NN(CCc1ccncc1)c1ccc(OCc2ccccc2)cc1,6.5,-6.2,2.4,-2.6,-94.0,4.1,40.1,5.7,-1.2
CC(=O)NC(c1cccs1)c1cc([N+](=O)[O-])c2cccnc2c1O (configuration not stated),15.0,7.8,0.5,4.4,8.2,-0.4,32.6,-0.8,14.9
Cc1c(C#N)c(NC(=O)c2cccc(Cl)c2)n(Cc2ccccc2)c1C,15.7,-4.0,0.6,-32.5,5.4,0.4,27.4,5.1,20.0
O=C1c2ccccc2-c2c1nc1c([n+]2[O-])CCCC1,13.3,-5.4,0.4,6.8,9.2,0.7,30.5,-2.7,17.0
Cc1nc2ccc(Br)cn2c1C(=O)N/N=C\c1ccccc1[N+](=O)[O-],3.7,-4.1,1.1,-10.2,-21.1,-0.2,8.8,1.2,8.2
O=C(NC(C(=O)N/N=C/c1ccncc1)c1n[nH]c(=O)c2ccccc12)c1ccccc1 (configuration not stated),3.2,7.3,0.5,17.0,-7.8,1.1,-11.7,.,13.6
CSCCC(C(=O)OC1CCOC1=O)N1C(=O)c2ccccc2C1=O (configuration not stated),8.1,-20.1,1.1,3.6,28.7,1.6,-7.8,0.9,-3.0

# Arranged by the number under NPY1 pot ag (high to low): three from the list above.
mol,NPY1 pot ag
COc1cc(-c2nnc(SCC(=O)NC3CCS(=O)(=O)C3)o2)cc(OC)c1OC (configuration not stated),12.4
CSCCC(C(=O)OC1CCOC1=O)N1C(=O)c2ccccc2C1=O (configuration not stated),3.6
CC(C)CCn1c(N2CCOCC2)nc2c1c(=O)n(CC(N)=O)c(=O)n2C,-1.5

# The results go on:
SMILES,EP2 antag,14-3-3 Bad PPI,TRPML3 ag,NPY1 pot ag,EP2 modulator,zfTRPN1 agonist,CHOP inhibitor,NPY-Y1 antag,PPC-1+TRAIL kill
O=C(NCC1COc2ccccc2O1)C1C2C=CC3(CN(Cc4ccccc4Cl)C(=O)C13)O2 (configuration not stated),5.7,1.1[fluorescence artefact?],0.9,-10.8,-1.4,1.4,58.2,2.7,4.3
CCCC(c1nnnn1CCOC)N1CCN(Cc2ccccc2)CC1 (configuration not stated),10.3&12.0,43.8,0.7,-3.2,-22.4&24.2,-0.1,17.9,-1.2,15.9
O=C(NCc1ccccc1)c1cc(-c2cccc(O)c2)on1,10.6,-0.8,-0.8,-14.2,-48.2,-1.4,0.0,3.0,28.8
CCOc1ccc(C2C=C(c3ccccc3)Nc3nnnn32)cc1 (configuration not stated),3.3,6.5,-0.2,12.3,15.3,0.5,26.4,5.0,9.8
Cc1cc(-n2c(C)cc(C(=S)N3CCOCC3)c2C)ccc1Br,10.6,-13.5,-0.5,-5.3,-36.8,-2.1,45.2,7.1,8.1
COc1ccccc1C1CCN(C(=O)c2cccc([N+](=O)[O-])c2)CC1,14.9,0.2,-1.2,13.5,-22.6,-1.4,7.4,.,14.4
Cc1ccc(-c2nc3c(c(=O)c4ccccc4n3C)c(=O)n2-c2ccc(F)cc2)cc1,12.4,-3.0,0.3,-23.3,3.2,0.3,8.2,.,11.5
C/C(CCN1CCCCc2nc(C)c(C)cc21)=N\O[C@H](C)c1cn([C@H](CO)Cc2ccccc2)nn1,.,1.1,-0.3,-11.1,-10.8,0.2,31.8,-1.4,-5.5
O=C/C=C/c1coc2ccc3ccccc3c2c1=O,16.4,51.2,0.8,20.0,-29.9,2.5,14.0,.,7.7
COc1ccc(N=C2S/C(=C\c3cc(C)n(C)c3C)C(=O)N2CC(C)C)cc1,.,-12.7,0.1,-8.1,38.3,-0.2,36.5,2.0,12.2
COc1ccc(S(=O)(=O)NCC2CCC(C(=O)NCC(OC)OC)CC2)cc1 (configuration not stated),8.5,-5.2,1.1,-8.0,-10.3,-0.8,0.0,-6.3,5.4
O=C(/C=C/c1ccco1)Nc1ccc2c(c1)OCCO2,9.2,24.2,-0.4,-2.3,-25.8,-0.1,-12.4,5.2,64.2*[5 µM]
CC(=O)N(C)c1ccc(NC(=O)c2ccco2)cc1,.,6.8,0.7,-12.8,-3.5,0.0,-0.8,8.6,9.2
CS(=O)(=O)NCCC1=CCCCC1,6.5,1.5,0.1,4.1,3.5,-1.4,13.2,5.4,-21.0
CC(=O)Nc1ccc(S(=O)(=O)NCC(=O)OCC(=O)N2CCN(c3ccccc3)CC2)cc1,12.5,15.2,0.2,-4.6,-4.3,0.1,-30.1,0.8,6.1
CCOc1ccccc1OCCCC(=O)NC1=NCCS1,8.5,-8.4[fluorescence artefact?],0.1,-10.3,39.8,0.7,47.7,-2.5,19.5
CC1C(=O)CCN(C(C)(C)C)C1C (configuration not stated),12.7,46.4[fluorescence artefact?],1.1,2.5,16.9,-0.3,26.5,0.1,-19.6
CCOC(=O)CCn1nc(-c2ccc(Cl)cc2)cc1N,7.3,-5.9,0.3,-0.3,-24.1,0.7,18.8,4.7,-4.8
Oc1ccc2[nH]ccc2c1,9.5,-24.9,0.9,-5.4,9.6,0.4,5.8,-0.9,6.5
Cc1cc(C)nc(SCC(=O)N/N=C/c2cccc([N+](=O)[O-])c2)n1,9.1,3.0,0.9,13.9,17.7,0.3,22.4,3.1,18.2
CCCCc1nnc(NC(=O)C=C(C)C)s1,11.0,-2.5,0.3,-17.6,13.2,-0.1,15.8,0.3,5.7
CC(CN(C(N)=O)c1ccccc1O)C(=O)O (configuration not stated),8.7,11.2[fluorescence artefact?],0.9,8.5,8.2,0.1,-1.4,-4.2,-8.1
Cc1ccc2cc3cc(C(=O)N4CCN(C(=O)c5ccco5)CC4)sc3nc2c1,10.5,-0.4,0.1,-8.4,-0.6,0.7,3.4,9.7,-6.1
CC(=O)Nc1ccc(N2CCN(Cc3ccccc3F)CC2)cc1,7.7&8.8,-1.2,1.4,-16.9,-8.1&6.0,-1.3,18.7,3.7,-12.7
COCCn1c(SCC(=O)Nc2ccc(Cl)c(S(=O)(=O)N(C)C)c2)nc2ccccc21,11.7,-6.0,-0.8,12.1,-9.0,0.9,31.9,3.8,2.4
CCCCCOc1ccc(C(=O)NCCC(=O)NCCCC(=O)OCC)cc1,1.2,1.1,-0.7,6.5,33.4,-0.2,2.4,.,16.1
O=C(CCn1c(=S)[nH]c2ccccc2c1=O)NCCSCc1ccccc1,12.0,-8.2,-0.1,3.7,-52.0,-1.0,28.5,6.0,13.0
CCOC(=O)N1CCC(NC(=O)c2oc3c(c2C)-c2[nH]ncc2CC3)CC1,.,-1.3,0.7,0.5,-39.3,0.5,-13.8,8.8,-17.0
O=C(c1ccc(Cn2c(=O)[nH]c3ccccc3c2=O)cc1)N1CCN(c2ccc(Cl)cc2)CC1,20.3,-1.3,0.1,2.6,-33.2,1.3,61.8,-9.9,10.0
CC(=O)Nc1ccc(OC(=O)c2cccnc2)cc1,4.7,-0.2,0.3,-11.8,-18.0,0.3,0.1,0.8,9.8
